NPYLR7 ag: agonists of mosquito NPYLR7 receptor, primary screen, cell-based, Aedes aegypti, calcium fluorescence, mosquito biting behavior; Aedes aegypti neuropeptide Y-like receptor 7 (NPYLR7); HEK293T NPYLR7/Galpha15, GCaMP6s calcium fluorescence; activation, % at 10 µM; 0.15% of 270,000 active; AID 1259423, 2018; in the data active = activation above about 40%;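 note: 0% = vehicle and 100% = reference agonist at the receptor; some compounds past the cut are filed as inactive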
hcGAS lum: Primary biochemical luminescence assay for human cyclic GMP-AMP synthase inhibitors. Q8N884. recombinant h-cGAS, ATP depletion, Kinase-Glo luminescence. inhibition, % at 12.5 µM. 0.081% of 290,000 active. AID 1259398, 2018;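 note: 0% = vehicle reaction and 100% = reaction without DNA for no activity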
Target sequence (Q8N884 whole entry, looked up): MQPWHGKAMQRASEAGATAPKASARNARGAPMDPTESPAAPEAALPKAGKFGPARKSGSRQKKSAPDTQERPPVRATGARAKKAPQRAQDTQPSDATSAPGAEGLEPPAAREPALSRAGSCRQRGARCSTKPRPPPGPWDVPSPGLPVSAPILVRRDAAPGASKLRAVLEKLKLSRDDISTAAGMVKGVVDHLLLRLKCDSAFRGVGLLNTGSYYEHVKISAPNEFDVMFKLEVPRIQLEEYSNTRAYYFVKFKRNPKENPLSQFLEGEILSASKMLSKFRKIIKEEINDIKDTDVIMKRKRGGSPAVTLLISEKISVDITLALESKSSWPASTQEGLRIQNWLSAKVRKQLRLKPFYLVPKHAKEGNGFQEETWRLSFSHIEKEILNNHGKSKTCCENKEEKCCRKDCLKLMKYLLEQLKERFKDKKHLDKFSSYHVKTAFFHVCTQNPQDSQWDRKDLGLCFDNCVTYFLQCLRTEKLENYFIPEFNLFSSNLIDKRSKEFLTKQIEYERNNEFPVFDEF
mcGAS inh: cyclic GMP-AMP synthase inhibitors, mouse, primary biochemical chemiluminescence | Q8C6L5 | recombinant cGAS, Kinase-Glo ATP depletion luminescence | inhibition, % at 12.5 µM | 0.15% of 160,000 active | AID 1259399, 2018;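 note: 0% = negative control wells and 100% = reference inhibitor with no enzyme activity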
An asterisk follows results filed as active; nt = no result given; & = joins results of further samples. Cut-off read from the data, not from the text of the source, unless noted: active = inhibition above about 40%; inactive = the rest. Not a hit list, and some 0.29% of all compounds hit somewhere here.

Order of results: NPYLR7 ag | hcGAS lum | mcGAS inh
- O=C(CCc1ccco1)NC1CC(=O)N(C2CCCCCC2)C1 (stereo not given)
  0 | -10 | -10
- O=C(c1ccccc1)N1N=C(c2ccncc2)CC1(O)C(F)(F)F (stereo not given)
  -1 | 2 | nt
- CCOc1ccccc1-c1nc(COC(=O)c2nnn(-c3ccc(Cl)cc3)c2C)c(C)o1
  8 | -6 | -8
- O=C(Nc1ccc(Nc2ccc(-n3cccn3)nn2)cc1)c1cccc(Br)c1
  -8 | -4 | -9
- COc1ccc(-n2c(SCC3CCCO3)nnc2-c2ccccc2Cl)cc1 (stereo not given)
  -2 | -1 | -4
- O=C(/C=C/c1nc2ccccc2o1)Nc1ccc(N2CCOCC2)cn1
  5 | -8 | -18
- CC1CN(C)CC1NS(=O)(=O)/C=C/c1ccccc1 (stereo not given)
  -8 | 1 | nt
- CN(C)CC1(O)CCN(C(=O)c2ccc(-c3nnn(C)n3)cc2)C1 (stereo not given)
  9 | -4 | nt
- CCCSCC(=O)N(Cc1ccc(C)s1)C1CCCC1
  7 | -6 | nt
- CN[C@H](CC(=O)O)C(=O)O
  4 | -4&-7 | -4&-3
- O=[N+]([O-])c1cc2c(cc1/C=N\Nc1nc(N3CCCC3)nc(N3CCCC3)n1)OCO2
  -9 | -1 | 0
- COc1cccc(CC(=O)N2CCC3(CC2)OCc2cc(Cl)ccc2O3)c1
  6 | -5 | -3
- O=C(NCc1ccncc1)c1ccc2sc([C@@H]3O[C@H](CO)[C@H](O)[C@H](O)[C@H]3O)nc2c1
  -1 | -6 | -7
- Cc1cnn(CCC(=O)N2CCC3(CCNCC3)CC2)c1
  7 | -6 | nt
- Nc1c(Cl)c(Cl)nc(C(=O)N/N=C\C=C\c2ccccc2)c1Cl
  -10 | 3 | 0
- CCOC(=O)c1c(C)[nH]c(C(=O)CC#N)c1C
  2 | -8 | nt
- O=C(CSc1nnc(NC(=O)COc2ccccc2)s1)Nc1nccs1
  3 | -5 | -2
- COC(=O)c1ccc(CSc2ncnc3c2nnn3-c2cccc(Cl)c2)o1
  18 | -6 | -6
- CC(NC(=O)c1ccccc1)C(=O)N1CCCC1c1ccccc1 (stereo not given)
  2&1 | -1&-8 | -5
- COC1(OC)OC=C(C#N)C(c2ccccc2)C1(OC)OC (stereo not given)
  6 | 4 | nt
- C=CCNC(CC(=O)Nc1cccc(F)c1)C(=O)O (stereo not given)
  -3 | -5 | -9
- CC(NC(=O)N1CCC(CCc2ccc(O)cc2)CC1)c1ccc(N2CCOCC2)cc1 (stereo not given)
  -6 | -5 | -15
- Cc1nc2ccccn2c(=O)c1NC(=O)Nc1ccc(C(C)(C)C)cc1
  5 | -6 | -10
- CCC(C(=O)N1CCN(c2cc(Oc3ccc(OC)cc3)ncn2)CC1C)c1ccccc1 (stereo not given)
  2 | -1 | -3
- COCC1CCCN(C(=O)c2ccc(N(C)CCc3ccccc3)nc2)C1 (stereo not given)
  0 | -1 | nt
- Cc1ccc(-n2c(-c3ccc(F)cc3)cc(C(=O)N3CCN(C(=O)c4ccc(Br)cc4)CC3)c2C)cc1
  -1 | -6 | -4
- Cc1nc(SCC(=O)NC2CCS(=O)(=O)C2)n(C2CCCCC2)c1C (stereo not given)
  1 | -8 | nt
- Cc1cccc(Cn2cnc3c(nnn3C)c2=O)c1
  1 | -8 | nt
- CC(C)CN(Cc1cc(NC(=O)c2cccc(F)c2)ccc1N(C)C)S(=O)(=O)c1ccc(F)cc1
  17 | -4 | -5
- COCCNc1oc2c(c1-c1cccc(Cl)c1)c(=O)n(C)c(=O)n2C
  -1 | 2 | 1
- COc1cccc(CN2CCn3nc(C(=O)N4CCN(c5ccccc5F)CC4)cc3C2=O)c1
  -13 | 4 | -2
- O=C1NCCC1N1CCN(c2nccc(C(F)(F)F)n2)CC1 (stereo not given)
  -21 | -8 | nt
- O=C(Cn1nnnc1CN1CCCC1)NC1CCCN(Cc2ccccc2)C1 (stereo not given)
  2 | -3 | nt
- CCC(C(=O)NC(C)CCc1ccco1)n1nc(C)n2c(cc3occc32)c1=O (stereo not given)
  -2 | 7 | 1
- O=C1c2ccccc2C(=O)N1CCCCOc1ccc(Cl)cc1
  20 | -4 | nt
- Cc1cc(NC(=O)COc2ccccc2)n(-c2ncnc3c2cnn3-c2cccc(C)c2C)n1
  9 | -3 | -7
- CCCCC(CC)Cn1c(=N)c(C#N)cc2c(=O)n3ccccc3nc21 (stereo not given)
  9 | -5 | nt
- Nc1nc(SC2(c3ccccc3)OCCO2)n[nH]1
  7 | -2 | nt
- COC(=O)[C@@H]1C[C@H](NC(=O)C2=NN(C)C(=O)CC2)CN1C
  0 | 0 | nt
- O=C(Cn1nc2c(c1NC(=O)Cc1cccs1)CSC2)NCC1CCCO1 (stereo not given)
  -5 | -5 | -5
- COc1cc(COC2CN(C(=O)c3csc(SC)n3)CC(=O)N(C(C)C)C2)cc(OC)c1 (stereo not given)
  -2 | -4 | -13
- COc1ccccc1CN(Cc1nc(C(=O)NCc2cccnc2)co1)C(C)C
  5 | -3 | -5
- CCc1ccc(/C=C/c2[nH]c(=O)[nH]c(=O)c2[N+](=O)[O-])cc1
  -7 | 2 | nt
- CCCC(C#N)NS(=O)(=O)c1ccc(CC)s1 (stereo not given)
  3 | -8 | nt
- CC(C)(C)Nc1c(-c2ccccc2F)nc2c(OCc3ccccc3)cccn12
  21 | 1 | -4
- COc1ccc([N+](=O)[O-])cc1CN1CCCn2cccc2C1c1ccccc1Cl (stereo not given)
  6 | 3 | nt
- c1ccc(OCCCN2CCC3(CC2)OCCCO3)cc1
  0 | -8 | -4
- CC(C)CNC(=O)C1(C)CCN1C(=O)c1ccc(C(C)(C)C)cc1 (stereo not given)
  10 | -10 | -4
- Brc1ccc(C2CC(c3cccs3)=Nc3nnnn32)cc1 (stereo not given)
  38 | -2 | nt
- COC(=O)c1c(NC(=O)CCCC(=O)O)sc2c1CCC2
  2 | -14 | nt
- O=c1[nH]c(=O)n([C@H]2C[C@H](O)[C@@H](CO)O2)cc1/C=C/Br
  7 | -8 | -5
- COc1ccc(-c2cc(C(=O)NCc3ccccc3)n3nc(C(C)(C)C)cc3n2)cc1
  14 | -8 | -8
- Cc1ccc(S(=O)(=O)N2CCN(c3ccc4c(c3)CCC4)C(=O)C2C)cc1 (stereo not given)
  -3 | -5 | -4
- COc1ccccc1Nc1nc2c(S(=O)(=O)c3ccc(Cl)cc3)nnn2c2ccsc12
  -11 | -5 | -11
- COc1cc(C2C(=C(O)c3ccccc3)C(=O)C(=O)N2CCCN2CCOCC2)cc(OC)c1OC (stereo not given)
  10 | -5 | nt
- COC(=O)c1cccc(NC(=O)c2nnn(-c3ccc(C)cc3)c2C)c1
  4 | -11 | -7
- NC(=O)C1CCN(C(=O)Cc2ccc(Br)cc2)CC1
  0 | -17 | -7
- Cc1nc2n(n1)C(=O)C(C(c1cccs1)N1CCN(C(=O)c3ccco3)CC1)S2 (stereo not given)
  -11 | -1 | -1
- COCC(=O)N(Cc1ccco1)Cc1ccccc1OS(=O)(=O)c1ccc(NC(C)=O)cc1
  33 | -3 | -2
- COc1nn(Cc2c(F)c(F)c(F)c(F)c2F)cc1[N+](=O)[O-]
  2 | -7 | -7

3 of these compounds, set out differently.
SMILES,NPYLR7 ag,hcGAS lum,mcGAS inh
COc1cc(COC2CN(C(=O)c3csc(SC)n3)CC(=O)N(C(C)C)C2)cc(OC)c1 (stereo not given),-2,-4,-13
Cc1cc(NC(=O)COc2ccccc2)n(-c2ncnc3c2cnn3-c2cccc(C)c2C)n1,9,-3,-7
Brc1ccc(C2CC(c3cccs3)=Nc3nnnn32)cc1 (stereo not given),38,-2,nt

Nothing new here: 2 of the compounds above.
Order of results: NPYLR7 ag | hcGAS lum | mcGAS inh
- COCC(=O)N(Cc1ccco1)Cc1ccccc1OS(=O)(=O)c1ccc(NC(C)=O)cc1
  33 | -3 | -2
- COc1nn(Cc2c(F)c(F)c(F)c(F)c2F)cc1[N+](=O)[O-]
  2 | -7 | -7

(list continues)
Order of results: NPYLR7 ag | hcGAS lum | mcGAS inh
- O=c1c(Cl)c(N2CCN(c3ncccn3)CC2)cnn1-c1nc2ccccc2[nH]1
  0 | -8 | nt
- COc1ccc(CN(C(=O)C2CC2)C(C)C)cc1OCc1nc(CO)cs1
  24 | -4 | -6
- O=c1cccnn1CCCNS(=O)(=O)c1ccccc1C(F)(F)F
  -5 | -7 | -6
- Cc1nc(CN2C(=O)C(C)(C)ON=C2c2ccc(C(F)(F)F)cc2)cs1
  8 | -9 | nt
- CCCNC(=O)C(NC(=O)c1cccs1)C1CCN(C(=S)NCC)CC1 (stereo not given)
  -13 | 0 | 1
- CC1NC2(C(=O)Nc3ccccc32)C2C(=O)N(c3cccc4ccccc34)C(=O)C12 (stereo not given)
  -2 | -5 | nt
- COc1ccc(Nc2ccc(S(=O)(=O)NC(C)C)cn2)cc1
  10 | 1 | -6
- CC(C)c1[nH]n(-c2ccccc2)c(=O)c1-c1ccc(NC(=O)c2ccccc2Cl)cc1
  -15 | -1 | 0
- CC(C)N(Cc1c(-c2ccccc2)noc1N1CCCCC1)C(=O)c1ccccc1F
  16 | -4 | -6
- CCC(=O)c1cc(Cl)cc(Cl)c1OCc1ccc(C#N)cc1
  -6 | 3 | nt
- CC(=O)OC1CC(O)/C(C)=C\C2C(OC(=O)c3ccccc3)C(C)C(O)C2(OC(C)=O)C(O)C(C)(O)/C=C/C1(C)C (stereo not given)
  -6 | -4 | -8
- O=C(NCCc1ccc(F)cc1)c1cc(=O)c(OCc2ccc(F)cc2)c[nH]1
  4 | -12 | nt
- O=C(c1ccc(OCCN2CCCCC2)cc1)c1c(-c2ccc(O)cc2)sc2cc(O)ccc12
  -4&4&1 | -6&-6&-5&9 | -4&-2
- COC1[C@@H]2CC[C@H]1CN(C(=O)CCc1c(C)nc(=O)[nH]c1C)C2 (stereo not given in full)
  nt | -12 | -6
- COC(=O)CCCN(C)C(=O)CCc1ccc(-c2ccccc2)[nH]1
  4 | -5 | nt
- Cc1cccnc1NC(=O)C1CCN(c2cccc(C(F)(F)F)n2)CC1
  0 | -2 | nt
- CCOC(=O)C1CCN(C(=O)CN2CCCC2c2ccccc2C)CC1 (stereo not given)
  -3 | -5 | nt
- O=C(c1ccc(-c2ccoc2)nc1)N1CCCN(C2CCCCC2)CC1
  -6 | -9 | -13
- CC1(Cc2ccc(C(F)(F)F)nc2)C(=O)Nc2ccc(-c3cccc(C(F)(F)F)c3)cc21 (stereo not given)
  1 | 1 | 0
- CN(CCCNC(=O)CCC(=O)N1CCc2c([nH]c3ccccc23)C1)c1ccccc1
  -13 | 0 | nt
- CN(CC(=O)Nc1cccc(C(=O)NC2CC2)c1)Cc1cccs1
  1 | -6 | nt
- CC(=O)N1CCc2c(nc(C)nc2NCc2ccc3sccc3c2)C1
  8 | -5 | -13
- Cc1cccc(C(=O)Nc2cc(C(=O)N3CCCCCC3)cn(C)c2=O)c1
  -15 | 0 | -5
- Cn1c(=O)c2c(nc(CN3CCN(c4cccc(Cl)c4)CC3)n2CCCO)n(C)c1=O
  0 | -6 | -8
- CCOC(=O)C1=C(C)N=c2s/c(=C\c3ccc(Br)cc3)c(=O)n2C1c1ccc(OC)cc1 (stereo not given)
  -1 | -1 | nt
- CSc1ccccc1C(=O)Nc1nn(C)c2c1C(c1ccccc1)CC(=O)N2 (stereo not given)
  -15 | 3 | -1
- Cn1ccnc1C(=O)N1CCC(C(=O)N2CCCCCCNC(=O)CC2)CC1
  nt | -10 | -4
- CC(=O)c1cccc(NC(C)C(=O)c2c(C)[nH]c3ccccc23)c1 (stereo not given)
  1 | 1 | nt
- CSc1ccc(Cn2c(C)c(C(=O)NCc3ccc(C(F)(F)F)cc3)sc2=O)cc1
  2 | -4 | nt
- COc1ccc(S(=O)(=O)N(CCN2CCOCC2)Cc2nccn2Cc2ccccc2Cl)cc1
  16 | -4 | -6
- CCOc1ccc(CN2CCN(Cc3ccc4nonc4c3)CC2CCO)cc1 (stereo not given)
  7 | -11 | nt
- CCCn1c(=O)c2c(nc3n(-c4cc(C)ccc4C)c(C)c(C)n23)n(C)c1=O
  9 | -4 | -4
- C=CCNC(=O)C1CCN(S(C)(=O)=O)CC1
  8 | 4 | nt
- O=[N+]([O-])c1cc(S(=O)(=O)N2CCCC2)ccc1Cl
  9 | -4 | -6
- CC1(O)CN(C(=O)c2ccccc2)C(=S)N1c1ccc(Cl)cc1 (stereo not given)
  4 | 2 | nt
- CC(C)CCNC(=O)Cn1nnc(CCN2C(=O)c3ccccc3C2=O)n1
  10 | -8 | -7
- CCNC(=O)N(Cc1cccc(OS(=O)(=O)c2ccc(F)cc2)c1)C(C)CC (stereo not given)
  nt | -9 | -12
- N#Cc1ccc(C(=O)N(Cc2ccncc2)c2nc3ccc(Cl)cc3s2)cc1
  -5 | -3 | 0
- O=C1OC(/C=C\c2cccc([N+](=O)[O-])c2)=NC/1=C/c1ccccc1[N+](=O)[O-]
  -2 | 1 | nt
- O=C(O)COc1cccc(/C=C2/SC(=Nc3ccccc3)NC2=O)c1
  -8 | -5 | -6
- NC(=O)CCN(C(=O)C1=CC=CN2CCS(=O)(=O)N=C12)c1ccccc1
  -1 | 1 | nt
- CC(C)(C)c1nc(C(C)(C)NC(=O)CC2CC3CCC2C3)no1 (stereo not given)
  3 | -10 | nt
- COc1ccccc1C(=O)N(CC(=O)Nc1cc(-c2ccccc2)nn1-c1ccc(F)cc1)Cc1ccccc1
  -3 | -4 | -5
- CCOC(=O)c1nc2cc(C)c(C)cc2nc1N1CCN(C(=O)COc2ccc(Cl)cc2)CC1
  nt | -5 | -7
- Cc1cc(C)c(NC(=O)CNC(=O)c2cc(-c3cccnc3)nc3ccccc23)c(C)c1
  7 | -1 | -8

From PubChem
